DLD1 CTGF mRNA – YAP1 pathway inhibitors via CTGF transcript, primary screen, DLD1 colon cancer cells, RT-qPCR, single point (AID 743449) | hit rate 0.9% among 9,900 | inhibition, % at 12.5 µM | DLD1 CTGF mRNA qPCR, 24 h; hits give high values;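 active = mean normalized replicate activity at least 50 and at least half of replicates each reaching 50; inconclusive = only one of the two criteria met; inactive = neither criterion met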;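 also: 0% = neutral control wells and 100% = dasatinib control wells; higher means stronger suppression of CTGF expression like dasatinib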
Pax4 gene expression – Pax4 mRNA upregulation in alpha cells – RT-PCR, mouse alpha TC1 cells, single point, primary screen (AID 1053180); mouse alpha TC1 cells, Pax4 mRNA qPCR, 6 days; hits give high values; 100% = Pax4 plasmid added at qPCR; activation, % at 10 µM; hit rate 0.2% among 9,600;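 active = highest normalized replicate activity of 15 or more, or at least half the replicates reach 15 or more; inactive = neither condition met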;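 also: pax4 Ct normalized to GAPDH with activation seen as lower delta delta Ct; plate controls were plate neutral control wells for no effect and Pax4 plasmid positive control for full effect; each compound tested in two replicate wells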
Numbers without * were called inactive; ? = inconclusive; & = joins results of further samples; ! = a repeat was not active. An excerpt; count on the stated rates, not on these rows.

Molecule	DLD1 CTGF mRNA	Pax4 gene expression
Cc1noc(C)c1S(=O)(=O)N(C)C[C@@H]1OCCCC[C@@H](C)Oc2ccc(N(C)C)cc2C(=O)N([C@@H](C)CO)C[C@H]1C	4.2	0.0
C[C@@H]1CN([C@H](C)CO)C(=O)CCCn2cc(nn2)CO[C@@H]1CN(C)C(=O)Nc1cccc2ccccc12	26.9	0.0
C[C@H]1CN([C@@H](C)CO)C(=O)c2cc(N(C)C)ccc2O[C@@H]1CN(C)Cc1ccc(Oc2ccccc2)cc1	4.2	0.0
CCC(=O)N1[C@H](C(=O)NCCCN(C)C)[C@@H](CO)[C@@H]2Cn3c(ccc(-c4ccccc4OC)c3=O)[C@@H]21	-33.8	0.0
CN1CCN(C(=O)C[C@@H]2CC[C@@H]3[C@H](COC[C@H](O)CN3C(=O)c3ccccc3F)O2)CC1	-9.5	0.0
O=C(NCc1ccccc1F)[C@H]1[C@H](CO)[C@H]2Cn3c(cccc3=O)[C@H]2N1CC1CCCC1	7.2	0.0
CCN(C[C@@H]1[C@@H](c2ccc(-c3cccnc3)cc2)[C@@H](CO)N1C(C)=O)C(C)=O	-18.5	0.0
COc1ccc(CN2[C@@H]3CN(C(=O)NC(C)C)c4ccccc4[C@@H]3[C@@H]2CO)cc1	6.3	0.0
O=C([C@H]1[C@H](CO)[C@H]2Cn3c(ccc(-c4ccc(F)cc4)c3=O)[C@H]2N1Cc1cocn1)N1CCCCC1	53.6*	0.0
Cc1ccc(OC(=O)N(C)C[C@@H]2OCc3ccccc3-c3ccccc3C(=O)N([C@@H](C)CO)C[C@@H]2C)cc1	10.5	0.0
CO[C@@H]1CN(C)C(=O)c2cc(NC(=O)Nc3cc(F)ccc3F)ccc2OC[C@H](C)NC[C@H]1C	1.1	0.0
CCCN(C)C[C@H]1OCCCC[C@H](C)Oc2ccc(NC(=O)CCCN(C)C)cc2C(=O)N([C@H](C)CO)C[C@@H]1C	-40.6	0.0
C[C@H](CO)N1C[C@H](C)[C@H](CN(C)C(=O)c2ccc(N3CCN(C)CC3)cc2)OCc2cn(nn2)CCCC1=O	-37.6	0.0
C[C@H]1CN([C@@H](C)CO)C(=O)c2cc(-c3cccc(C(=O)N(C)C)c3)cnc2O[C@@H]1CN(C)C(=O)Cc1ccccn1	10.2	0.0
CCCNC(=O)N1CC2(CCN(S(=O)(=O)CC)CC2)c2c([nH]c3cc(OC)ccc23)[C@@H]1CO	11.3	0.0
COc1cccc(C(=O)Nc2ccc3c(c2)C(=O)N(C)[C@@H]2CC[C@@H](CC(=O)N[C@H](C)c4ccccc4)O[C@H]2CO3)c1	-42.8	0.0
CCCN1[C@@H]2c3ccc(-c4ccccc4)c(=O)n3C[C@H]1[C@H](CO)[C@H]2C(=O)NCC	18.5	0.0
O=C(C[C@H]1CC[C@@H]2[C@H](COC[C@H](O)CN2Cc2ccc(Oc3ccccc3)cc2)O1)N1CCN(c2ccccc2)CC1	13.2	0.4
CN1CCN(C(=O)C[C@@H]2CC[C@@H]3[C@H](COC[C@@H](O)CN3C(=O)Nc3ccc4c(c3)OCO4)O2)CC1	-1.8	0.0
C[C@@H]1CN([C@H](C)CO)C(=O)c2cc(NS(=O)(=O)c3ccc(F)cc3)ccc2O[C@@H](C)CCCCO[C@H]1CN(C)C(=O)Nc1ccc2c(c1)OCO2	-15.9	0.0
CCCC(=O)Nc1ccc2c(c1)C(=O)N(C)[C@@H]1CC[C@H](CC(=O)N3CCCCC3)O[C@H]1CO2	-45.0	0.0
CC=Cc1ccc2n(c1=O)C[C@@H]1[C@@H](CO)[C@H](C(=O)NCCC)[C@H]2N1Cc1ccccc1OC (mixture of isomers)	-20.6	0.0
Cn1cnc(CCNC(=O)C[C@@H]2CC[C@@H]3[C@H](COC[C@H](O)CN3C(=O)Nc3ccc(C(F)(F)F)cc3)O2)c1	-5.9	0.0
CN1c2ccc(-c3ccc(C#N)cc3)cc2[C@H]2[C@H](CCN2S(=O)(=O)c2ccc(F)cc2)[C@@H]1CO	24.4	0.0
C[C@@H]1CN([C@H](C)CO)C(=O)CCCn2cc(nn2)CO[C@@H]1CN(C)C(=O)Nc1ccc2c(c1)OCO2	?	0.0
COc1ccc(NC(=O)N[C@H]2CC[C@@H](CCNC(=O)CN3CCOCC3)O[C@H]2CO)cc1	17.2	0.0
Cc1noc(C)c1NC(=O)N(C)C[C@@H]1OCc2cn(nn2)CCCC(=O)N([C@H](C)CO)C[C@H]1C	-47.9	0.0
O=C(C1CCOCC1)N1CC(=O)N2[C@H](C1)[C@H](c1ccc(-c3cccnc3)cc1)[C@@H]2CO	-7.6	0.0
COc1ccccc1-c1ccc(C2[C@@H]3CN(S(=O)(=O)c4ccc(C)cc4)C[C@H]2N3)cc1 (some centres undefined)	-116.6&-29.0	0.0&0.2
CN(C)CC(=O)N1[C@H](C#N)[C@@H](c2ccccc2-c2ccccc2F)[C@H]1CO	-40.5	0.0
O=C1CNC[C@@H]2[C@H](c3ccc(C4=CCCC4)cc3)[C@H](CO)N12	-21.7	0.0
CO[C@H](CN(C)S(=O)(=O)c1ccc(C)cc1)[C@H](C)CN([C@@H](C)CO)S(=O)(=O)c1cccc(Cl)c1	1.4	0.3
CN1C(=O)c2cc(NC(=O)c3cscn3)ccc2OC[C@H]2O[C@@H](CC(=O)N3CCOCC3)CC[C@H]21	-36.9	0.0
C[C@@H]1CN([C@@H](C)CO)C(=O)CCCn2nncc2CO[C@H]1CN(C)C(=O)Nc1ccc2c(c1)OCCO2	-28.6	0.0
CCc1nc(N2[C@H](C#N)[C@@H](c3ccccc3-c3ccccc3C)[C@@H]2CO)sc1C	5.2	0.0
CO[C@@H]1CN(C)C(=O)c2ccc(NC(=O)C3CCOCC3)cc2OC[C@@H](C)N(Cc2ccc(F)cc2)C[C@H]1C	7.0	0.0
C/C=C/c1ccc([C@@H]2[C@H](CO)N[C@H]2CN(CC(C)C)C(=O)c2ccccn2)cc1	6.0	0.0
C[C@H](CO)N1C[C@H](C)[C@@H](CN(C)Cc2cccc(C(F)(F)F)c2)OCc2cnnn2CCCC1=O	-35.1	0.0
Cc1cccc(-c2ccc(C3[C@@H]4CN(Cc5cccc(F)c5)C[C@H]3N4)cc2)c1 (some centres undefined)	-19.3&-78.0	50.5*!
CO[C@@H]1CN(C)C(=O)c2ccc(NC(=O)C3CCC3)cc2OC[C@@H](C)N(Cc2ccccn2)C[C@@H]1C	-0.4	0.0
CN1C(=O)c2cc(NC(=O)C3CCOCC3)ccc2OC[C@H]2O[C@H](CC(=O)NCC3CCCCC3)CC[C@@H]21	0.9	0.0
CCCNC(=O)N1CC(=O)N2[C@H](C1)[C@@H](c1ccc(C#CCC3CCCC3)cc1)[C@@H]2CO	1.0	0.0
COc1ccc2c3c([nH]c2c1)[C@@H](CO)N(S(C)(=O)=O)CC31CN(CC2CCOCC2)C1	-25.1	0.0
COCC#Cc1ccc([C@@H]2[C@H](CO)N3CCCCN(Cc4cccnc4)C[C@@H]23)cc1	-65.5	0.0
Cc1ccc(NC(=O)Nc2ccc3c(c2)C(=O)N(C)[C@@H]2CC[C@@H](CC(=O)NCC(F)(F)F)O[C@H]2CO3)cc1	-18.7	0.0
CN(C)C(=O)C[C@H]1C=C[C@@H](NC(=O)c2ccc(F)cc2)[C@H](CO)O1	4.6	0.0
O=C(Nc1ccccc1)N1CC(=O)N2[C@H](C1)[C@H](c1ccc(C#CC3CCCCC3)cc1)[C@@H]2CO	0.4	0.0
COCC(=O)N1CC(=O)N2[C@H](C1)[C@@H](c1ccc(C#CC3CC3)cc1)[C@@H]2CO	-19.4	0.0
COc1ccc(S(=O)(=O)N(C)C[C@H]2Oc3ccc(NC(=O)Nc4ccc(C(F)(F)F)cc4)cc3C(=O)N([C@H](C)CO)C[C@@H]2C)cc1	-4.9	0.0
O=C(C[C@@H]1CC[C@@H](NC(=O)c2cccnc2)[C@H](CO)O1)NCc1ccc(Cl)c(Cl)c1	-8.0	0.0
CN1C[C@H]2[C@@H](c3ccccc31)[C@@H](CO)N2C(=O)c1cccnc1	22.6	0.0
Cc1ccccc1-c1ccc(C2[C@@H]3CN(Cc4cncnc4)C[C@H]2N3)cc1 (some centres undefined)	-60.8&6.0	0.1&0.0
C[C@@H]1CN([C@H](C)CO)C(=O)CCCn2nncc2CO[C@@H]1CN(C)Cc1ccc(C(=O)Nc2ccccc2N)cc1	-187.8	0.0
O=C(Nc1cc(F)ccc1F)N[C@H]1CC[C@H](CC(=O)N2CCc3ccccc3C2)O[C@@H]1CO	-0.8	0.0
CN1CCN(C(=O)C[C@@H]2CC[C@H]3[C@@H](COC[C@@H](O)CN3C(=O)Nc3ccc4c(c3)OCO4)O2)CC1	-9.6	0.0
N#Cc1ccc(-c2ccc([C@@H]3[C@@H](CO)N4C(=O)CNC[C@H]34)cc2)cc1	-11.0	0.0
COc1ccc(NC(=O)N(C)C[C@@H]2OCCCC[C@H](C)Oc3ccc(NC(=O)c4ccncc4)cc3C(=O)N([C@@H](C)CO)C[C@@H]2C)cc1	-3.6	0.0
CN1C(=O)c2cc(NS(=O)(=O)c3cccc(F)c3)ccc2OC[C@@H]2O[C@@H](CC(=O)NCCN3CCCCC3)CC[C@H]21	0.1	0.0
O=C(c1ccc2c(c1)OCO2)N1C[C@@H]2N[C@H](C1)C2c1ccc(-c2cncnc2)cc1 (some centres undefined)	-60.9	0.0
C[C@@H]1CCCCO[C@H](CN(C)C(=O)Nc2ccc3c(c2)OCO3)[C@H](C)CN([C@H](C)CO)C(=O)c2cc(NS(=O)(=O)c3ccc(F)cc3)ccc2O1	-25.4	0.0

Already shown: 4 of the compounds above.
Molecule	DLD1 CTGF mRNA	Pax4 gene expression
CN1C(=O)c2cc(NC(=O)C3CCOCC3)ccc2OC[C@H]2O[C@H](CC(=O)NCC3CCCCC3)CC[C@@H]21	0.9	0.0
CCCNC(=O)N1CC(=O)N2[C@H](C1)[C@@H](c1ccc(C#CCC3CCCC3)cc1)[C@@H]2CO	1.0	0.0
COc1ccc2c3c([nH]c2c1)[C@@H](CO)N(S(C)(=O)=O)CC31CN(CC2CCOCC2)C1	-25.1	0.0
COCC#Cc1ccc([C@@H]2[C@H](CO)N3CCCCN(Cc4cccnc4)C[C@@H]23)cc1	-65.5	0.0

(next part)
Molecule	DLD1 CTGF mRNA	Pax4 gene expression
CO[C@H](CN(C)Cc1cc(F)ccc1F)[C@H](C)CN(C(=O)Nc1ccc(C(F)(F)F)cc1)[C@H](C)CO	-79.5	0.5
CNC[C@H]1OCCCC[C@@H](C)Oc2ccc(NS(=O)(=O)c3ccc(F)cc3)cc2C(=O)N([C@H](C)CO)C[C@H]1C	20.6	0.0
CN1C(=O)c2cc(NC(=O)c3cccc(F)c3)ccc2OC[C@@H]2O[C@H](CC(=O)NCc3ccccc3Cl)CC[C@@H]21	-7.1	0.0
CO[C@H]1CN(C)C(=O)c2cccc(C#N)c2OCC[C@H]2CC[C@@H](OC)[C@H](CN(C)C(=O)[C@@H]1C)O2	15.0	0.0
CN1C(=O)c2cc(NC(=O)c3cnccn3)ccc2OC[C@H]2O[C@H](CC(=O)NCC3CCCCC3)CC[C@@H]21	-13.8	0.0
CO[C@@H]1CC[C@H]2CCOc3ccc(C#N)cc3C(=O)N(C)[C@H](C)C(=O)N(C)C[C@H]1O2	-7.2	0.0
O=C(C1CCC1)N1CCCCN2[C@@H](CO)[C@@H](c3ccc(-c4ccncc4)cc3)[C@@H]2C1	-85.5	0.0
CS(=O)(=O)Nc1ccc2c(c1)[C@@H]1C[C@H](CC(=O)NCCc3ccccc3)O[C@H](CO)[C@@H]1O2	-11.9	0.0
CO[C@H](CN(C)C(=O)c1cc(Cl)cc(Cl)c1)[C@@H](C)CN(C(=O)Nc1ccc(F)cc1)[C@H](C)CO	-2.1	0.2
Cc1ccccc1S(=O)(=O)N1C[C@@H](O)COC[C@H]2O[C@@H](CC(=O)N3CCCCC3)CC[C@@H]21	17.5	0.0
CN1c2ccc(Br)cc2[C@H]2[C@H](CCN2C(=O)CN2CCOCC2)[C@@H]1CO	5.5	0.0
COc1ccc2c3c(n(C)c2c1)[C@@H](CO)N(CC1CC1)CC31CN(C(=O)c2ccc3c(c2)OCO3)C1	11.4	8.4*
O=C(O)C[C@@H]1C[C@@H]2c3cc(NC(=O)Cc4ccncc4)ccc3O[C@@H]2[C@H](CO)O1	10.0	0.0
C[C@H](CO)N1C[C@H](C)[C@H](CN(C)S(=O)(=O)c2cccs2)OCc2ccccc2-c2ccccc2C1=O	31.8	0.0
COc1ccccc1CNC(=O)C[C@H]1C=C[C@@H](NC(=O)CC2CC2)[C@@H](CO)O1	0.2	0.0
CCCNC(=O)N1CC(=O)N2[C@H](CO)[C@@H](c3ccc(C#CCC4CCCC4)cc3)[C@@H]2C1	-1.4	0.0
CCCNC(=O)C[C@H]1CC[C@@H]2[C@H](COC[C@@H](O)CN2C(=O)Nc2ccc(Cl)c(Cl)c2)O1	6.8	0.0
C[C@@H]1CN([C@@H](C)CO)C(=O)c2cc(-c3ccc(F)cc3)cnc2O[C@H]1CN(C)S(C)(=O)=O	7.1	0.0
Cc1ccc(S(=O)(=O)Nc2ccc3c(c2)CC(=O)N([C@H](C)CO)C[C@@H](C)[C@H](CN(C)S(=O)(=O)c2ccccc2)O3)cc1	-17.2	0.0

Compound activity from PubChem.
